From PubChem
PLAP inhibition: PLAP enzyme inhibitors, biochemical, luminescence, HTS (AID 690). purified PLAP, luminescent substrate; higher % means a stronger effect. inhibition, % at 20 µM, or IC50 in µM where a hit was titrated. 0.08% of 96,000 active; in the data active = a potency from the dose series; inactive = the rest, 99 in 100 with inhibition below about 30%; note: strong numbers were not always called active
MRP reversal: MRP-mediated drug resistance reversal; H69AR cells + 2 uM doxorubicin, CellTiter-Glo, 72 h; 0.04% of 85,000 active; differential viability (reversal), % at 10 µM;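 active = viability drop by adding the cancer drug above about 55%, with treated viability meeting a 40% cutoff, limit read from the data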;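 note: viability without doxorubicin minus viability with 2 µM doxorubicin for each compound; larger differential means the compound sensitizes cells more to doxorubicin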
Bcl-B displacement: displacers of TR3 peptide from Bcl-B, primary screen, selectivity assay for Bfl-1 inhibitor project, biochemical, fluorescence polarization; FP displacement of FITC-TR3 peptide from Bcl-B; higher % means a stronger effect; one-dose displacement, % at 20 µM; IC50 in µM for titrated hits; 0.11% of 96,000 active; AID 748;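 active = displacement above 50% at 20 µM plus a fluorescence interference ratio under 1.5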;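 note: plate controls were wells without compound for no effect and wells lacking Bcl-B protein for full effect; a part of the inactive calls stands beside numbers as strong as those of hits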
IL1B NFkB pot: enhances IL-1B driven NFkB nuclear translocation; AID 819; 0.3% of 94,000 active; HUVEC IL-1B NFkB p65 nuclear translocation imaging; activation, % at 2 µM;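 active = activation above 40%, about the mean plus 3 SD, also judged a hit on visual image review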;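 note: percent activation is computed from the nuclear over cytoplasmic p65 intensity ratio; values of inactives mirror those of a sister screen read the other way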
NFkB transloc inh: blocks IL-1B driven NFkB nuclear translocation in HUVEC cells. 0.43% of 94,000 active. AID 796. HUVEC IL-1B NFkB p65 nuclear translocation imaging. inhibition, % at 2 µM;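 active = inhibition above about 30% together with a positive call from visual inspection of the well image, limit read from the data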;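 note: nuclear over cytoplasmic p65 intensity ratio measured by imaging; 0% = IL-1B stimulated DMSO wells and 100% = unstimulated DMSO wells; values of inactives mirror those of a sister screen read the other way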
MRP reversal cytotoxicity: recorded beside MRP reversal, whose call it bears; viability, %; H69AR cells, CellTiter-Glo, 72 h; measured here: cytotoxicity without doxorubicin
MRP reversal with doxorubicin: second read-out of MRP reversal, no call of its own (marks repeat the call); viability, %; measured here: viability with 2 uM doxorubicin; stronger effect = lower value
NFkB transloc inh cell count 2 µM: further read-out of NFkB transloc inh, marked with its call; cell count; measured here: cells passing quality filter;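 raw number of nuclei counted in each imaged well without normalization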
IL1B NFkB pot cell count 2 µM: further read-out of IL1B NFkB pot, marked with its call; cell count; measured here: cells passing quality filter
* = called active by the depositor; . = not tested or not shown.

SMILES | PLAP inhibition | MRP reversal | MRP reversal cytotoxicity | MRP reversal with doxorubicin | Bcl-B displacement | IL1B NFkB pot | IL1B NFkB pot cell count 2 µM | NFkB transloc inh | NFkB transloc inh cell count 2 µM
CCCCCCn1c(CN2CCN(Cc3ccccc3)CC2)nc2c1c(=O)n(C)c(=O)n2C | -32% | 37 | 63 | 26 | 10% | -7 | 138 | 7 | 138
C/C(NC1CCCC1)=C(/C#N)C(N)=O | 3% | -3 | 88 | 91 | -3% | -1 | 160 | 1 | 160
Cn1c(-c2ccccc2)cnc1N | -3% | -7 | 85 | 92 | 5% | -3 | 168 | 3 | 168
Cc1cc(C)n2[nH]c(=O)c(N=Nc3cccc(C(F)(F)F)c3)c2n1 | 6% | . | . | . | 12% | 2 | 216 | -2 | 216
COc1ccccc1NC(=O)N(CCN(C)C)Cc1cc2cc(C)ccc2[nH]c1=O | -97% | 0 | 79 | 79 | -2% | -2 | 112 | 2 | 112
Cn1c(NCC(O)CO)nc2c1c(=O)n(Cc1ccc(Cl)c(Cl)c1)c(=O)n2C (configuration not stated) | -35% | 6 | 100 | 94 | -1% | 1 | 150 | -1 | 150
CCn1ncc(/C=N/O)c1C | 10% | -6 | 102 | 108 | -6% | -10 | 108 | 10 | 108
CCCCNC(=O)c1onc(CSc2ccc(OC)cc2)c1C(=O)O | -20% | . | . | . | 8% | 0 | 94 | 0 | 94
COc1ccc(-n2nnnc2SC(C)C(N)=O)cc1 (configuration not stated) | -21% | 13 | 101 | 88 | 15% | 6 | 130 | -6 | 130
COc1cccc(NS(=O)(=O)c2c(C)n(C)c(=O)n(C)c2=O)c1 | -6% | -1 | 87 | 89 | -1% | -8 | 149 | 8 | 149
COC(=O)[C@H](C)NC(=O)NCc1ccc(F)cc1 | 2% | -1 | 88 | 88 | -7% | 0 | 183 | 0 | 183
O=C(C1CCCO1)N1CCN(S(=O)(=O)c2cccc3nsnc23)CC1 (configuration not stated) | -1% | -17 | 76 | 93 | 1% | . | . | . | .
CCCNC(=O)C1CN(S(=O)(=O)c2ccccc2)CCN1S(=O)(=O)c1ccccc1 (configuration not stated) | 4% | 3 | 85 | 82 | -7% | -1 | 148 | 1 | 148
O=c1/c(=C\c2cccn2-c2ccccc2)sc2nc3ccccc3n12 | -18% | -4 | 28 | 32 | -3% | . | . | . | .
O=C1Nc2ncccc2OC1CCCl (configuration not stated) | -17% | -1 | 95 | 96 | 1% | 5 | 161 | -5 | 161
COc1ccc(N(CC(=O)NC2CCCC2)C(=O)c2ccc(N3CCCCC3)nc2)cc1 | -65% | -6 | 75 | 80 | 4% | 22 | 216 | -22 | 216
CCc1ccc(-c2nc(CSCC(=O)NCCCN3CCCC3=O)c(C)o2)cc1 | -35% | . | . | . | 3% | -1 | 91 | 3 | 91
O=C(O)C1C2C=CC(C2)C1C(=O)OCC1CCCO1 (configuration not stated) | -10% | -9 | 84 | 93 | -6% | 19 | 120 | -19 | 120
CN(C)CCNc1nc2c(c(=O)[nH]c(=O)n2C)n1CC(O)COc1ccc(Cl)cc1Cl (configuration not stated) | -39% | -1 | 79 | 81 | -1% | -4 | 151 | 4 | 151
C=CCn1nnnc1SCC(=O)Nc1ccccc1C(=O)OC | 14% | 3 | 90 | 87 | -4% | . | . | . | .
O=C(NCc1cccs1)C1CCN(S(=O)(=O)c2ccc3c(c2)OCCO3)CC1 | 1% | -2 | 90 | 92 | 4% | 2 | 131 | -2 | 131
O=C(Oc1ccc(-c2cn3c(n2)SCC3)cc1)c1ccccc1 | 10% | 5 | 106 | 101 | -6% | -15 | 133 | 14 | 133
CS(=O)(=O)c1ncc(Cl)c(C(=O)Nc2ccc(N3CCOCC3)cc2)n1 | -19% | 0 | 0 | 0 | 26% | . | . | . | .
CC1CCCN(S(=O)(=O)Cc2ccc(Cl)cc2)C1 (configuration not stated) | 21% | 9 | 106 | 96 | -7% | 1 | 193 | -1 | 193
N#CC1(P(=O)(c2ccccc2)c2ccccc2)CC1 | 1% | -5 | 90 | 94 | 2% | 35 | 133 | -35 | 133
Next section.
SMILES | PLAP inhibition | MRP reversal | MRP reversal cytotoxicity | MRP reversal with doxorubicin | Bcl-B displacement | IL1B NFkB pot | IL1B NFkB pot cell count 2 µM | NFkB transloc inh | NFkB transloc inh cell count 2 µM
Cc1ccnc(-n2sc3ccccc3c2=O)n1 | -13% | 0 | 2 | 2 | -17% | 5 | 74 | -5 | 74
CCCCn1c(-c2csc3c2CCCC3)n[nH]c1=S | -17% | . | . | . | 4% | -11 | 197 | 11 | 197
CC1=C(C(=O)OC(C)C)C(c2cccnc2)C2=C(CC(C)(C)CC2=O)N1 (configuration not stated) | . | 11 | 86 | 75 | . | 24 | 118 | -24 | 118
Cn1c(=O)c2c(ncn2CCCNC2=CC(C)(C)CC(=O)C2)n(C)c1=O | -19% | -6 | 104 | 109 | 5% | 10 | 120 | -10 | 120
Clc1ccc(-c2nc3ccccn3c2CN2CCOCC2)cc1 | -23% | . | . | . | 0% | 3 | 165 | -3 | 165
CCOc1ccc(Nc2cc(=O)n(C)c(=O)n2C)cc1 | -2% | . | . | . | 0% | 3 | 121 | -3 | 121
CCCCn1c(=O)c(C(=O)c2ccccc2)nc2ccccc21 | 11% | 6 | 85 | 80 | 15% | -5 | 187 | 6 | 187
CCOCCOc1nc2c(c(=O)n(C)c(=O)n2C)n1CCc1ccccc1 | . | 2 | 78 | 76 | . | -5 | 93 | 5 | 93
CC(C)(C)c1ccc(C(=O)NCCC(=O)N2CCN(c3ncccn3)CC2)cc1 | -40% | 20 | 104 | 84 | 1% | 21 | 185 | -21 | 185
Clc1ccc(Cn2c(-c3cccnc3Cl)nc3ccccc32)c(Cl)c1 | -43% | . | . | . | -10% | 8 | 113 | -8 | 113
O=C(NCCCn1ccnc1)c1cccnc1 | . | -9 | 103 | 112 | . | 9 | 107 | -9 | 107
CCC(C)(C(=O)NC1CCCCC1)N(CC1CCCO1)C(=O)CNC(=O)c1ccccc1 (configuration not stated) | -34% | 14 | 105 | 90 | 0% | 5 | 213 | -5 | 213
CCc1c(C)c(C#N)c2nc3ccccc3n2c1NCCN(C)C | -50% | 23 | 50 | 27 | 2% | 5 | 133 | -5 | 133
O=C(/C=C/c1ccco1)NC(=S)Nc1ccc(N2CCOCC2)c(Cl)c1 | -3% | . | . | . | -2% | 3 | 168 | -3 | 168
CCOc1ccc(Br)cc1CC(=O)O | . | -10 | 98 | 108 | . | 5 | 138 | -4 | 138
COc1ccc(CC(=O)Nc2cc(C)on2)cc1OC | 14% | 12 | 110 | 98 | 2% | -5 | 156 | 5 | 156
CSc1ccccc1C(=O)Nc1cccc(N(C)S(C)(=O)=O)c1 | 10% | 6 | 86 | 80 | -7% | -6 | 82 | 6 | 82
CCN1CCn2c1nc(N1CCCCC1)nc2=O | 19% | 5 | 89 | 84 | 0% | 9 | 193 | -9 | 193
OC1(c2cn(Cc3ccccc3)nn2)CCCCC1 | 6% | 4 | 100 | 96 | -3% | 0 | 133 | 0 | 133
CCCCCC(=O)Nc1nc2ccccc2[nH]1 | . | -22 | 31 | 53 | . | 2 | 155 | -2 | 155
N/C(=N\OC(=O)CCC1CCCCC1)c1ccc([N+](=O)[O-])cc1 | -4% | . | . | . | -3% | 20 | 107 | -20 | 107
N#CCSc1nc2c(sc(=S)n2Cc2ccco2)c(=O)n1-c1ccc(F)cc1 | -9% | 23 | 40 | 17 | -9% | 32 | 132 | -32 | 132
COc1ccc(S(=O)(=O)N2CCC(C(N)=O)CC2)cc1 | . | 7 | 92 | 85 | . | 7 | 169 | -7 | 169
COC(=O)c1ccccc1NC(=O)CN(c1ccc(OC)cc1)S(C)(=O)=O | . | -25 | 40 | 65 | . | 7 | 84 | -7 | 84
COc1ccc(S(=O)(=O)Nc2cc(C(=O)NC3CCCCCC3)ccc2N2CCOCC2)cc1 | -10% | -3 | 79 | 82 | -16% | 4 | 134 | -4 | 134

4 entries from above, arranged by the number in IL1B NFkB pot cell count 2 µM, high to low.
| structure | IL1B NFkB pot cell count 2 µM |
| --- | --- |
| COc1ccc(N(CC(=O)NC2CCCC2)C(=O)c2ccc(N3CCCCC3)nc2)cc1 | 216 |
| CCOc1ccc(Br)cc1CC(=O)O | 138 |
| CC1=C(C(=O)OC(C)C)C(c2cccnc2)C2=C(CC(C)(C)CC2=O)N1 (configuration not stated) | 118 |
| CCc1ccc(-c2nc(CSCC(=O)NCCCN3CCCC3=O)c(C)o2)cc1 | 91 |

Other results
SMILES | PLAP inhibition | MRP reversal | MRP reversal cytotoxicity | MRP reversal with doxorubicin | Bcl-B displacement | IL1B NFkB pot | IL1B NFkB pot cell count 2 µM | NFkB transloc inh | NFkB transloc inh cell count 2 µM
Cc1nc2nc(SCC(=O)C(C)(C)C)[nH]c2cc1Br | 4% | 19 | 85 | 66 | 9% | 1 | 190 | -1 | 190
Clc1cc(CSc2ccccc2)nc(-c2ccccc2)n1 | 15% | . | . | . | 1% | . | . | . | .
COc1nc(OC)nc(N(C)CCO)n1 | 18% | -12 | 92 | 104 | -3% | . | . | . | .
N#Cc1nc(-c2ccc(Cl)cc2)oc1NCc1ccco1 | 22% | 17 | 104 | 87 | -10% | 1 | 103 | -1 | 103
COc1cc(S(=O)(=O)N2CCC(c3nc4ccccc4s3)CC2)ccc1S(=O)(=O)N1CC(C)CC(C)C1 (configuration not stated) | . | 14 | 102 | 88 | . | 8 | 163 | -8 | 163
CC1=C(C(=O)OC(C)C)C(c2cccnc2)n2ncnc2N1 (configuration not stated) | 2% | 3 | 94 | 91 | -8% | . | . | . | .
Cc1ccccc1CSCC(=O)N/N=C/c1cccs1 | 6% | . | . | . | 0% | 2 | 106 | -2 | 106
S=c1[nH]ncn1/N=C/c1ccc(Br)cc1 | -2% | . | . | . | 0% | -12 | 105 | 12 | 105
O=C(c1ccccc1-c1ccccc1)N1CCOCC1 | 3% | -4 | 95 | 98 | -6% | -12 | 115 | 12 | 115
CC1(c2ccc3noc(-c4ccccc4)c3c2)OCCO1 | 10% | 1 | 84 | 82 | -14% | . | . | . | .
CO/N=C(/CNC(=O)c1ccc(Cl)cc1Cl)c1ccc(Cl)cc1 | -7% | . | . | . | 6% | 2 | 159 | -2 | 159
Cc1onc(-c2ccccc2Cl)c1C(=O)Nc1sc2c(c1C#N)CCC2 | -34% | 13 | 79 | 66 | -15% | 0 | 119 | 0 | 119
OCCOc1ccc(C2=NCCO2)cc1 | -2% | 4 | 86 | 81 | -2% | 26 | 128 | -26 | 128
O=C(C1CCN(S(=O)(=O)c2ccc3c(c2)OCCO3)CC1)N1CCc2ccccc21 | 22% | -1 | 71 | 72 | 3% | . | . | . | .
CC(=O)Nc1sc(N)nc1-c1ccccc1 | 10% | 0 | 94 | 95 | 11% | 4 | 56 | -4 | 56
Cc1ccc(NC(=O)CC2NCCNC2=O)cc1 (configuration not stated) | 19% | -7 | 99 | 106 | -4% | -15 | 192 | 14 | 192
Cc1c(NC(=O)c2c(F)c(F)c(F)c(F)c2F)c(=O)n(-c2ccccc2)n1C | 3% | -4 | 77 | 81 | -5% | 18 | 169 | -18 | 169
CC(NC(=O)c1ccc(=O)oc1)c1ccccc1 (configuration not stated) | 23% | -12 | 57 | 69 | 4% | . | . | . | .
COC(=O)c1ccccc1NC(=O)c1cc(C2CC2)on1 | 14% | -10 | 79 | 89 | -1% | 10 | 73 | -10 | 73
Cc1ccc2c(c1)nnn2C1CCN(CC(=O)NCCc2nc3ccccc3[nH]2)CC1 | -21% | -5 | 96 | 101 | -15% | -2 | 193 | 2 | 193
COc1ccc(CNC(=O)c2ccc(NC(=O)C3CCCO3)cc2)cc1 (configuration not stated) | -4% | -10 | 90 | 100 | 1% | . | . | . | .
CCOC(=O)CC1=NC(=O)CS1 | 11% | 5 | 85 | 80 | 12% | . | . | . | .
COc1cc(/C=N/Nc2nc(N3CCCC3)nc(N3CCCC3)n2)ccc1O | -13% | -5 | 79 | 84 | -9% | 12 | 166 | -12 | 166
Cc1ccc(C(C)C)c(OCCNC(=S)Nc2cccc3ccccc23)c1 | -6% | . | . | . | -2% | 4 | 132 | -4 | 132
CC1CCN(c2cc(N3CCOCC3)c([N+](=O)[O-])cc2F)CC1 | -19% | . | . | . | 6% | -6 | 134 | 6 | 134

An excerpt (hit frequency here may not be typical).
